# RAD54 inh: inhibitors of human RAD54 branch migration, primary screen, biochemical, fluorescence, single point; DNA repair and recombination protein RAD54-like (Homo sapiens), Q92698; RAD54 Holliday junction branch migration, FAM/BHQ fluorescence; inhibition, % at 10.4 µM; actives 0.14% (n = 360,000);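 active means mean normalized replicate activity at least 40 and at least half of replicates scoring 40 or more; inconclusive means only one of the two criteria met; inactive means mean below 40 and under half of replicates reaching 40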;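 further: 0% = median of neutral control wells and 100% = median of positive control wells; inhibitors cause a drop in the FAM fluorescence signal; in these data hits start at about 50%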
# FN deposit inh: inhibitors of fibronectin matrix deposition, primary screen, AH1F cells, Alexa488-fibronectin fluorescence, plate reader. AH1F fibroblasts, overnight. inhibition, % at 12.6 µM. actives 0.086% (n = 350,000);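 active means mean inhibition across replicates of 30% or more, regardless of how many single replicates reach that level; inconclusive means mean under 30% yet at least half of replicates reach 30%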;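 further: positive control wells lacked labelled fibronectin entirely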
#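 Material: AH1F fibroblast monolayer depositing Alexa488-labelled fibronectin into matrix | Input: 10000 AH1F cells/well | Medium: DMEM plus 2% serum, read in PBS | Reagent: Alexa488-fibronectin, 24 nM final in well | Compound dosing: One dose per compound, pinned | Schedule: 1 h adhesion, overnight exposure | Measured by: Fluorescence at 485 nm excitation, 525 nm emission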
# esBAF inh: Bmi1 luciferase reporter increase in mESCs, primary screen, esBAF inhibitor project, mouse ES cells, Bmi1 luciferase knock-in, single point. reporter increase, % at 12.5 µM. AID 602393, 2012. 24 h; 100% = twice the neutral-well signal. actives 2% (n = 350,000); in the data active means activation above about 40%; inconclusive means no clear call, values can overlap the other calls;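 further: 0% = median of the plate's neutral control wells and 100% = double that signal; a rise in the Bmi1 reporter signal indicates esBAF inhibition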
# EWS-Fli inh: EWS/Fli-driven NR0B1 reporter inhibitors, primary screen, A673 cells, NR0B1 luciferase, luminescence, MLPCN library. viability-normalised. inhibition, % at 12.6 µM. actives 0.67% (n = 350,000);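 active means mean inhibition of at least 50% after viability correction, with every replicate also passing that limit; inconclusive means mean reaches 50% but only one of two replicates passes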;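 further: firefly luciferase signal divided by Alamar Blue viability fluorescence both relative to DMSO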
# S100A4 inh HTS: inhibitors of S100A4-myosin IIA peptide binding, primary screen, biochemical, fluorescence polarization, TAMRA-MyoIIA peptide; inhibition, % at 10.7 µM; actives 0.14% (n = 360,000); Protein S100-A4 (Homo sapiens), P26447;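 active means mean inhibition of at least 70% across replicates, with every replicate also reaching that level; inconclusive means mean inhibition reaches 70% but some replicates fall short; inactive means mean inhibition below 70%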
#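 Assay system: human S100A4 monomer with TAMRA-labelled myosin IIA peptide / Buffer or medium: Calcium-containing HEPES buffer, pH 7.2 / Reagent: TAMRA-labelled myosin IIA heavy-chain peptide probe, 5 nM / Compound: one dose per compound / Timing: polarization read 5 min after assay mix addition, stable 5–60 min / Benchmarks: neutral control DMSO, positive control TFP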
# RAD52 inh: RAD52 DNA annealing inhibitors, primary screen, biochemical, FRET, single point, set 2; DNA repair protein RAD52 homolog (Homo sapiens), P43351; recombinant RAD52 DNA annealing, FRET fluorescence; inhibition, % at 18.7 µM; actives 0.46% (n = 360,000); AID 651710, 2012;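 active means every replicate showing at least 50% inhibition; inconclusive means mean inhibition at least 50% but not in every replicate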
# Target sequence (P43351 whole entry, looked up): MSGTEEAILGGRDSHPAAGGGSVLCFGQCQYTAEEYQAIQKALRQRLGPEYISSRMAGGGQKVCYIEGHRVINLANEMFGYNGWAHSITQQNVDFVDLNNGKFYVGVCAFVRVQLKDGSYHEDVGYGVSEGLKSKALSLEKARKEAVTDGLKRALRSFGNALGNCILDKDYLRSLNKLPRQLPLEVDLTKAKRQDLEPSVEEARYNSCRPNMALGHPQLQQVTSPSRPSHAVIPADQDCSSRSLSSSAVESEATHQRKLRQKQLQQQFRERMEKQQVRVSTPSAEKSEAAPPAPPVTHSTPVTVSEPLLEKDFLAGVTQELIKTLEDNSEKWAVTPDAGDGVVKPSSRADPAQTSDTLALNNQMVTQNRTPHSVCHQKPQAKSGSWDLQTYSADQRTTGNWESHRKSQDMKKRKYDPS
# Xi reactivation: activators of inactive X chromosome reactivation, primary screen, imaging, XiGFP fibroblasts, GFP high-content imaging, set 2; XiGFP mouse fibroblasts, % GFP-positive cells imaging, 3 d; cells co-treated with 5-aza-dC sensitizer; scaled so ellipticine positive control = 100%; actives 0.055% (n = 360,000); activation, % at 7.58 µM; AID 743238, 2013;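 active means mean normalized replicate activation at least 10% and every replicate at or above 10%; inconclusive means only one of the two criteria met; inactive means mean below 10% and not all replicates reach 10%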;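 further: 0% = median of on-plate neutral control wells and 100% = ellipticine 6 µM median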
#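 Material: XiGFP fibroblasts, SV40-immortalized. Buffer or medium: DMEM plus 5-aza-dC sensitizer. Compound: single concentration per compound, delivered by pin transfer. Times: 3 days compound exposure. Controls: ellipticine 6 µM.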
# E-sel inducer: E-selectin induction in HUVECs, primary screen, imaging, HUVEC, immunofluorescence imaging, single point | P16581 | normalized: neutral wells 0, TNF-alpha wells 100 | activation, % at 7.58 µM | actives 0.37% (n = 260,000);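 active means mean E-selectin-positive cell signal at least 10% of the positive control, reached in at least 60% of replicates, without over 20% cell loss; inconclusive means no rule given, readout overlaps actives, possibly toxicity-flagged; inactive means the rest, including those meeting only one limit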;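 further: in these data hits start at about 27%; measured in HUVEC primary endothelial cells; signal is the percent of cells scored E-selectin positive by PE staining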
# Target sequence (P16581 whole entry, looked up): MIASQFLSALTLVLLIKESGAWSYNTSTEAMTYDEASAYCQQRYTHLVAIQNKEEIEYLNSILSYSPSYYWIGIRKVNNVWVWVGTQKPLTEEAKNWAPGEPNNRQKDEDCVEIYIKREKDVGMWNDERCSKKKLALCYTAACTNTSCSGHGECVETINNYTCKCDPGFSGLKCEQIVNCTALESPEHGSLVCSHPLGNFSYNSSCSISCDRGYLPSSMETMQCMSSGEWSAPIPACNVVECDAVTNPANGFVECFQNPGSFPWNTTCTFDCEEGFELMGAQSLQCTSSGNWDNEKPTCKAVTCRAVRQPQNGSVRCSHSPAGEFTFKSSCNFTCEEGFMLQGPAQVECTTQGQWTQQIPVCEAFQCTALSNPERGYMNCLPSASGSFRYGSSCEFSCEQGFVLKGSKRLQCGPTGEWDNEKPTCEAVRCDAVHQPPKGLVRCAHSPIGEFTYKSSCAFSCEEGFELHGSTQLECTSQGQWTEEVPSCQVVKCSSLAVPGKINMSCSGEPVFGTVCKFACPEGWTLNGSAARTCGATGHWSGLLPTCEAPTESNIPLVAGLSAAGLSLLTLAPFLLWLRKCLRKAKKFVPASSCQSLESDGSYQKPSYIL
#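 material = human umbilical vein endothelial cells (HUVEC), E-selectin induction | quantity = 3,000 cells/well | medium = EGM-2 growth medium on 0.1% gelatin-coated wells | technique = immunofluorescence imaging | read-out basis = % PE-positive cells | control set = TNF-alpha positive control, DMSO neutral control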
# Numbers without * were called inactive; ? = inconclusive; · = not tested or not shown; & = joins results of further samples. Hits appear at their usual frequency (roughly 3% active in at least one column).
structure,RAD54 inh,FN deposit inh,esBAF inh,EWS-Fli inh,S100A4 inh HTS,RAD52 inh,Xi reactivation,E-sel inducer
COc1cccc2cc(CC(=O)c3ccccc3)c(=O)oc12,-2,5,?,-138,-2,-2,0.2,·
CC(C)NC(=O)N1[C@H](CO)[C@@H](c2ccccc2)C12CN(C(=O)Cc1ccccc1)C2,·,·,·,3,-4,11,0.3,0.0
Cc1noc(C)c1NC(=O)Nc1ccc2c(c1)C(=O)N([C@@H](C)CO)C[C@@H](C)[C@H](CN(C)S(C)(=O)=O)OCCCC[C@@H](C)O2,·,·,·,·,-11,-9,0.8,0.4
O=C(CCNS(=O)(=O)c1ccc(Br)s1)NCc1ccccc1Cl,·,12,·,-1,0,-8,0.0,-0.6
COc1ccc(C2CC(=O)C(C=NCCN3CCN(C(=S)Nc4ccccc4)CC3)=C(O)C2)cc1OC (stereo not given),·,2,·,3,16,-6,0.1,·
CC(C)Oc1ccc(/C(O)=C2/C(=O)C(=O)N(CCN(C)C)C2c2cccs2)cc1 (stereo not given),2,7,5,·,·,·,?,·
C[C@H](CO)N1C[C@H](C)[C@@H](CN(C)C(=O)Nc2ccc(F)cc2)Oc2ccc(N(C)C)cc2C1=O,11,·,2,-2,12,-10,-0.6,·
CCCCCOc1ccc(/C=N/NC(=O)c2nnn(-c3nonc3N)c2CN2CCCCCC2)cc1,-10,-10,6,-18,1,-8,0.0,0.0
NC(=O)c1nsc(C(=O)N(c2cccc(F)c2)C(C(=O)NC2CCCC2)c2ccc(O)cc2)c1N (stereo not given),-14,3,6,-9,-2,-10,0.4,0.4
COc1ccc(-c2ccc3n(c2=O)C[C@@H]2[C@@H](CO)[C@H](C(=O)N(C)C)[C@H]3N2Cc2ccncc2)cc1,-5,·,-7,3,0,-10,0.2,0.2
COc1ccc(Cl)cc1NC(=S)NCc1cccs1,7,-1,·,-2,-1,-7,-0.1,0.2
CC(=O)N1N=C(c2ccc(C)c([N+](=O)[O-])c2)OC1(C)C,·,-3,·,13,0,-10,0.1,·
C[C@@H]1CN([C@@H](C)CO)S(=O)(=O)c2ccc(C#Cc3cccnc3)cc2O[C@@H]1CN(C)CC1CCOCC1,-11,5,1,-13,-10,-5,-0.8,0.1
O=C(Nc1cccnc1)c1cccc(S(=O)(=O)Nc2cccc(Cl)c2)c1,7,-6,9,1,-3,-12,0.1,-0.1
Cc1cccc(C)c1OCc1cc(C(=O)N2CCN(Cc3nccn3C)CC2)no1,0,-12,16,·,-1,1,0.0,·
CC(C)Oc1cc(F)ccc1-c1cc(C(=O)NCC2CCCCC2)[nH]n1,4,-6,-6,7,9,-11,0.2,0.3
O=S1(=O)N[C@H](Cc2ccccc2)COc2cc(N3CCCCC3)ccc21,·,4,·,-28,-8,-89,0.1,-0.1
COCC#Cc1cnc2c(c1)C(=O)N([C@@H](C)CO)C[C@@H](C)[C@H](CN(C)C(=O)c1cnccn1)O2,-3,-13,3,-3,4,7,0.1,-4.0
Cc1c(C(=O)NCc2ccc(Cl)c(Cl)c2)sc(=O)n1Cc1ccc(S(=O)(=O)N(C)C)cc1,-7,4,-23,12,-15,-18,-0.1,·
CCOc1cc(-c2nc(C)c(C(C)=O)n2O)ccc1OCC(=O)Nc1ccccc1,-10,·,-13,22,-7,-25,0.0,·
C[C@H](CO)N1C[C@H](C)[C@@H](CN(C)C(=O)Nc2ccc3c(c2)OCO3)Oc2ccc(NC(=O)Nc3ccc(C(F)(F)F)cc3)cc2C1=O,-3&9,-8,6&-6,-18&-4,0&-1,25&-2,0.4&0.0,0.0&-0.1
Cc1ccc(-n2c(SCC(=O)NCCN3C(=O)CSC3=O)nnc2-c2cccc(C)c2)cc1,-10,-9,-4,·,·,·,-0.1,·
COc1ccc(CNCC(O)(c2ccc(F)cc2)c2ccc(F)cc2)cc1OC,-4,-3,-14,25,-16,-10,0.2,-0.2
CCCN(C)C[C@H]1Oc2cc(-c3ccccc3F)ccc2S(=O)(=O)N([C@H](C)CO)C[C@H]1C,-3,0,3,11,-26,13,0.0,-0.2
Fc1ccc(C2Nc3cccc4cccc(c34)N2)cc1,-14,-7,1,14,-15,-14,-0.1,1.2
COc1ccc2c3c([nH]c2c1)[C@@H](CO)N(C(=O)c1cccnc1)CC31CN(C(=O)Nc2cccc(F)c2)C1,·,15,·,-6,·,-16,0.0,-0.3
COc1ccc([C@H]2CC(=O)C=C(c3cc(Cl)cc(Cl)c3)C2)cc1,-3,0,-5,-12,2,-9,0.0,0.0
COc1cccc(-c2ccc(SCC(=O)N3CCN(c4ccccc4)CC3)nn2)c1,-2,-13,-6,0,-5,-74,-0.1,2.8
C[C@@H]1CN([C@H](C)CO)C(=O)c2cc(NC(=O)c3ccncc3)ccc2O[C@@H](C)CCCCO[C@H]1CN(C)C(=O)Nc1ccc2c(c1)OCO2,13,0,21,-20,0,0,-0.1,0.2
C[C@@H]1CN([C@H](C)CO)C(=O)c2cc(NS(=O)(=O)c3cccs3)ccc2O[C@H]1CN(C)Cc1ccc(-c2ccccc2)cc1,5,0,5,-3,7,16,-0.5,2.7

# Continued; the last 2 above are carried over.
structure,RAD54 inh,FN deposit inh,esBAF inh,EWS-Fli inh,S100A4 inh HTS,RAD52 inh,Xi reactivation,E-sel inducer
C[C@@H]1CN([C@H](C)CO)C(=O)c2cc(NC(=O)c3ccncc3)ccc2O[C@@H](C)CCCCO[C@H]1CN(C)C(=O)Nc1ccc2c(c1)OCO2,13,0,21,-20,0,0,-0.1,0.2
C[C@@H]1CN([C@H](C)CO)C(=O)c2cc(NS(=O)(=O)c3cccs3)ccc2O[C@H]1CN(C)Cc1ccc(-c2ccccc2)cc1,5,0,5,-3,7,16,-0.5,2.7
Cc1ccc(/C(N)=N/OC(=O)c2cccs2)cc1,-1,2,-4,·,·,·,0.6,0.0
CS(=O)(=O)N1CCN(c2ccc(NC(=O)c3cc4ccccc4o3)cc2)CC1,1,5,37,-51,-1,-7,0.1,0.0
S=c1[nH]nc(-c2ccco2)n1/N=C/C(Cl)=C/c1ccccc1,0,-4,·,-22,-8,-24,0.1,-0.2
CCC(NC(=O)CCCc1ccccc1)c1ccccc1 (stereo not given),·,3,·,-6,-3,-5,-0.1,·
CCOC(=O)[C@@H]1[C@H]2COc3ccccc3[C@H]2N2C(=O)N(c3ccc(F)cc3)C(=O)[C@]12C,7,-29,-6,7,9,-3,0.0,-0.1
COc1cc(NC(=O)c2cccc3c2C(=O)N(Cc2cccnc2)C3)cc(OC)c1OC,20,-5,-3,-2,-5,2,0.1,·
C=CCNC(=S)Nc1ccc(Br)cc1F,·,-11,·,2,0,-2,0.1,·
CNC(=O)C[C@H]1CC[C@@H]2[C@@H](COc3ccc(NC(=O)c4ccccc4Cl)cc3C(=O)N2C)O1,8,·,7,-14,-3,5,0.5,-0.1
CC1CCC2(CC1)NC(=O)N(CC(=O)N1CCN(S(=O)(=O)c3ccc4c(c3)CCC4)CC1)C2=O (stereo not given),-4,6,-4,-1,-2,-10,0.0,·
CC(C)=CCC/C(C)=C/CNC(=O)C[C@H]1C[C@H](C(=O)N2CCOCC2)[C@@]2(CCC3CCCC3)c3[nH]c4cc(-c5ccco5)ccc4c3CCN2C1=O,-6,·,8,-9,-47,-78,0.1,0.2
COc1ccc(OCC(O)CNC(=O)c2ccc(OC)cc2)cc1 (stereo not given),·,9,·,10,0,-4,0.3,·
CCCCn1c(N)c(N(CC(C)C)C(=O)CCCc2nc3ccccc3s2)c(=O)[nH]c1=O,·,-8,·,4,1,-4,0.1,0.0
Cc1ccc2[nH]nc(C(=O)N3CCCC(C(=O)c4ccc(Cl)cc4)C3)c2c1 (stereo not given),·,-9,1,3,2,-12,0.0,0.3
Cc1ccc(S(=O)(=O)N(C)C[C@H]2Oc3c(NC(=O)c4cnccn4)cccc3C(=O)N([C@H](C)CO)C[C@@H]2C)cc1,0,·,3,0,6,7,0.0,-0.3
Cc1ccccc1OCCn1c(C)nc2ccccc21,-5,-1,4,15,-4,-6,0.0,0.2
COc1ccccc1NC(=O)NCC(=O)Nc1c(C)cccc1C,·,-1,·,-5,-6,-20,-0.1,1.1
Cc1noc(C)c1S(=O)(=O)N1CCN(c2ccc([N+](=O)[O-])cc2)CC1,-4,2,1,·,2,-18,0.0,16
COC(=O)C(=Nc1ccccc1)/C(C(=O)C(=O)N(C)c1ccccc1)=C(\O)c1ccccc1,1,-7,18,1,0,-22,0.0,2.6
COC(=O)c1ccc(N=Cc2c(C(F)(F)F)[nH][nH]c2=O)cc1,·,-6,·,-6,-2,-7,0.0,·
CN(C)c1ccc(C(=O)OCc2cc(=O)n3ccsc3n2)cc1,·,-1,·,-20,0,-22,0.4,0.1
CCc1ccc(-n2c(=O)c3c(C)c(C(=O)N(C)C)sc3n(CC(=O)NCC3CCCO3)c2=O)cc1 (stereo not given),5,-12,7,-4,-6,-1,0.0,0.2
CC(=O)c1ccc(OCc2c(-c3ccccc3)nnn2CC(=O)NS(=O)(=O)c2ccccc2C)cc1,-9,-2,1,-16,-2,-4,-0.1,0.0
Cc1ccc(C(=O)OCC(=O)NC(=O)NCc2ccccc2)cc1C,7,2,-4,-1,2,-11,0.1,-0.6

# Filtered by structure: the compounds so far containing a CF3 group (2)
structure,RAD54 inh,FN deposit inh,esBAF inh,EWS-Fli inh,S100A4 inh HTS,RAD52 inh,Xi reactivation,E-sel inducer
C[C@H](CO)N1C[C@H](C)[C@@H](CN(C)C(=O)Nc2ccc3c(c2)OCO3)Oc2ccc(NC(=O)Nc3ccc(C(F)(F)F)cc3)cc2C1=O,-3&9,-8,6&-6,-18&-4,0&-1,25&-2,0.4&0.0,0.0&-0.1
COC(=O)c1ccc(N=Cc2c(C(F)(F)F)[nH][nH]c2=O)cc1,·,-6,·,-6,-2,-7,0.0,·

# Entries of single compounds, looked up by structure. Screens in order: RAD54 inh	FN deposit inh	esBAF inh	EWS-Fli inh	S100A4 inh HTS	RAD52 inh	Xi reactivation	E-sel inducer
# Profile of COC(=O)C(=Nc1ccccc1)/C(C(=O)C(=O)N(C)c1ccccc1)=C(\O)c1ccccc1 : 1	-7	18	1	0	-22	0.0	2.6
# Profile of COc1ccccc1NC(=O)NCC(=O)Nc1c(C)cccc1C : ·	-1	·	-5	-6	-20	-0.1	1.1

# Screening results deposited in PubChem by Broad Institute.
